HepG2 viability – counter-screen for TGF-b inhibitors: cytotoxicity in HepG2 cells | HepG2 CAGA-GFP viability, ATP luminescence, 18 h | Potency, µM (highest dose often 46.1 µM), inactives show at the highest dose activity change, negative = cytotoxicity, most hits filed as cytotoxic | 410,000 compounds, 0.76% hits; note: potency is the fitted concentration of half-maximal effect; some results filed as inactive show a strong effect at the top dose
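CellTiter-Glo luminescence gave cytotoxicity after 18 hours at 37 degrees C. The cells were HepG2 CAGA-GFP in 1% FBS DMEM, stimulated with 500 pg/mL TGF-beta after compound addition. %Activity was normalised to no-cell wells (complete cell-killing) and DMSO (no toxicity), and curves were fitted and classified.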
ATXN2 expr inh – ATXN2 expression inhibition; HEK-293 ATXN2-luciferase reporter, luminescence, 24 h; Potency, µM (top dose mostly 57 µM), inactives show top-dose activity change, negative = inhibition, most hits filed as inhibitors; 360,000 compounds, 0.72% hits; note: potency is the fitted concentration of half-maximal effect; % is set by controls: 0 for no effect and ±100 for the full control effect; nearly all actives have a fitted effect of over 55% in size
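ATXN2-luciferase reporter cells (luciferase flanked by upstream and downstream ATXN2 gene portions) were treated 24 h at 37 °C with compounds at up to 57 uM. SteadyGlo luminescence gave expression; GF-AFC fluorescence gave viability.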
HT1080-NT tox – kills 2HG-producing HT-1080-NT fibrosarcoma cells. 360,000 compounds, 1.6% hits. HT-1080-NT fibrosarcoma viability, CellTiter-Glo ATP luminescence, 48 h. AID 686970. Potency, µM (doses to about 46.1 µM), for the others: at the highest dose activity, negative = less viability, most hits filed as cytotoxic;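 note: NT is the 2HG producing partner of a matched IDH1 knockdown line; potency is the fitted concentration of half-maximal effect; 0% = DMSO-treated cells and -100% = media-only wells without cells; nearly all actives have a fitted effect of over 55% in size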
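Toxicity toward the 2HG-producing NT line was scored as %Activity, normalised to DMSO and no-cell wells, from CellTiter-Glo luminescence after 48 hours' treatment.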
IL-1B inflam inh – inhibitors of inflammasome signaling (IL-1 beta secretion). activity change, % at 57.5 µM. 360,000 compounds, 4.7% hits. THP-1 LPS/ATP IL-1B secretion, AlphaLISA, 16 h; hits give low values; in the data active = activity change below about -50%; inconclusive = mostly about -30% to -49%; note: % is set by controls: 0 for no effect and ±100 for the full control effect
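Secreted IL-1B measured by AlphaLISA bead assay after 16 h compound exposure of THP-1 cells; compounds (final up to 57.5 uM) added 1 h before LPS (250 ng/mL) and ATP (1.25 mM) stimulation; lower signal means less secretion.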
HT1080 IDH1KD tx – HT-1080 IDH1 knockdown cell toxicity (counter line) | Potency, µM (titrated, usually from 46.1 µM), inactives show top-dose activity, negative = toxicity, usual class: cytotoxic | HT-1080 IDH1 knockdown viability, ATP luminescence, 48 h | 360,000 compounds, 2% hits | AID 686971;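 note: potency is the fitted concentration of half-maximal effect; 0% = DMSO wells and -100% = cell-free medium wells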
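HT-1080-IDH1KD cells (IDH1 knocked down), 750/well in RPMI with 5% FBS, treated with compound 48 h at 37 degrees C. Viability by CellTiter-Glo luminescence, normalised to DMSO and no-cell wells; concentration-response curves classed.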
S2 tox – reduces viability in counter-screen for ATXN expression inhibitors; S2 cells (HEK-293 line with an ATXN2-luciferase reporter) viability, CellTiter-Fluor protease fluorescence, 24 h; Potency, µM (highest dose often 56.7 µM), hits mostly cytotoxic; 400,000 compounds, 0.49% hits; note: potency is the fitted concentration of half-maximal effect; nearly all actives have a fitted effect of over 40% in size
SW480 rerep – DNA re-replication induction in SW480 cells. SW480 DNA re-replication, Hoechst DNA content imaging, 48 h. Potency, µM (top dose mostly 46.1 µM), for the others: top-dose re-replication activation, actives largely listed as activators. 340,000 compounds, 1.8% hits; note: potency is the fitted concentration of half-maximal effect; % of control where 0% means no effect; nearly all actives have a fitted effect of over 55% in size
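Quantitative HTS format with DMSO vehicle controls; 48 hr drug incubation at 37 C, then 40 min Hoechst staining and scanning imager measurement at 405 nm excitation.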
KB-3-1 cytotox – KB-3-1 parental cell cytotoxicity; KB-3-1 viability, CellTiter-Glo ATP luminescence, 72 h; Potency, µM (series often up to 46.1 µM), for the others: at the top dose activity change, negative = cytotoxic, actives largely listed as cytotoxic; 400,000 compounds, 1.4% hits; note: potency is the fitted concentration of half-maximal effect; % is set by controls: 0 for no effect and ±100 for the full control effect; nearly all actives have a fitted effect of over 60% in size
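Using CellTiter-Glo luminescence, growth of non-resistant KB-3-1 adenocarcinoma cells is assessed 72 h after pin-tool compound addition at 37 °C. Normalized responses across the concentration series yield fitted curves.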
MCF10A rerep – inducers of DNA re-replication in MCF 10A breast cells; MCF 10A DNA re-replication, Hoechst nuclear intensity, 48 h; Potency, µM (doses to about 46.1 µM), inactives show at the highest dose activity, positive = re-replication, actives largely listed as activators; 350,000 compounds, 2.9% hits; AID 624296; note: potency is the fitted concentration of half-maximal effect; % of control where 0% means no effect; nearly all actives have a fitted effect of over 50% in size
Active calls of the source: *; i = inactive; u = inconclusive; x = not tested or not shown; & = joins results of further samples; [ ] = another dose, or the depositor's remark. Unless noted, calls come from the whole dose curve; as a rule, active = well fitted curve in the direction sought with a large enough effect; inconclusive = small, poorly fitted or top-dose-only effect, or another doubt; inactive = no such curve, though single readings can be large; an effect the other way counts as inactive or inconclusive.

SMILES	HepG2 viability	ATXN2 expr inh	HT1080-NT tox	IL-1B inflam inh	HT1080 IDH1KD tx	S2 tox	SW480 rerep	KB-3-1 cytotox	MCF10A rerep
O=C(O)CCn1cc(/C=C/C(=O)c2ccc(Cl)cc2)c(-c2ccc(Br)cc2)n1	15.8µM*	u	-29.1%	-92.8*	u	i	u	u	u
CCNC(=S)N(CCc1c(C)[nH]c2ccc(Cl)cc12)Cc1ccco1	-34.5%	0.5%[11.3 µM]	u	-59.0*	u	i	18.4µM*	23.1µM*	u
CC(=O)NC(=S)Nc1ccc2oc(-c3cc(F)c(F)cc3Cl)nc2c1	3.0%	45.5%[activator]	2.2%	-6.0	u	i	x	14.2%	x
Cc1ccccc1N1C(=O)CC(N2CCC(C(N)=O)CC2)C1=O (stereo not given)	-8.1%	5.8%	-5.5%	1.7	-2.5%[9.24 µM]	i	0.2%	21.8%	29.0%
O=C(c1ccc(=O)[nH]c1)N(Cc1cccs1)C1(C(=O)NC2CCCC2)CCCCC1	-3.2%	4.9%	9.4%	-0.5	13.9%	i	x	12.9%	-3.6%
COCCCn1c(=S)[nH]c(C)c(C)c1=O	18.4%	-14.2%	5.9%	37.6	-0.6%	i	-136.8%[inhibitor]	0.4%	9.4%
CCc1cccc(NC(=O)CSC2=Nc3ccccc3N=C(c3ccc(F)cc3)C2)c1	-30.6%	-4.3%	x	x	x	i	x	-0.9%	x
COc1ccc(NC(=O)CCCSc2nc(-c3ccco3)cc(C(F)(F)F)n2)cc1OC	-4.4%&-13.6%	-30.6%&-15.8%	-24.3%	-20.7	-25.3%	u	9.5%	-0.7%&-1.3%	10.3%
COc1cc(C(=O)N2CCC2(C)C(=O)NC(C)C)cc(OC)c1OC (stereo not given)	-2.0%	11.7%	u	5.2	22.0%	i	x	0.0%	x
CC1CCN(C(=O)COc2coc(CN3CCc4ccccc43)cc2=O)CC1	-2.8%	-13.7%	-0.6%	-0.3	-0.4%	i	u	1.9%	-2.2%
CN1CCN(c2ccc(S(=O)(=O)N3CCCCC3)cc2NC(=O)c2ccc3ccccc3c2)CC1	-53.9%	-3.4%	-15.8%	-92.0*	u	i	u	u	23.1µM*
Cc1cccnc1NC1OC(=O)c2ccccc21 (stereo not given)	8.8%	2.1%	4.7%	-0.8	7.6%	i	-11.5%	10.9%	-1.0%
CCC1(CC)C(=O)N(C)C(=O)NC1=Nc1ccccc1	3.6%	3.5%	12.3%	28.1	11.4%	i	-3.3%	-3.1%	-9.9%
O=C(/C(=C/c1cccc(Cl)c1)c1nc2ccccc2[nH]1)c1ccccc1	2.82µM*	u	5.17µM*	-95.6*	3.26µM*	u	18.4µM*	-17.4%	u
O=C(CSc1nc2ccc(N3CCOCC3)cc2c(=O)n1CCc1ccccc1)NCC1CCCO1 (stereo not given)	0.8%	4.5%	6.6%	-11.1	4.1%	i	28.7%	7.3%	23.1µM*
Cc1ccc(-c2cc(C(=O)N3CCOCC3)c3cc(C)ccc3n2)cc1	-11.2%	30.9%	-0.3%	-29.5	-7.0%	i	-6.1%	3.9%	5.4%
O=C(NCc1cccnc1)c1nn2cccnc2c1Cl	22.7%	x	22.7%	10.8	0.7%	u	-31.4%[inhibitor]	14.1%	-0.1%
O=[N+]([O-])c1ccc(-c2cnc(SC(c3ccccc3)c3ccccc3)[nH]2)cc1	5.9%	-29.2%	23.1µM*	-52.0*	20.6µM*	i	u	u	u
CC(C)c1cc(CN2CCN(Cc3ccc(F)c(F)c3)C(CCO)C2)[nH]n1 (stereo not given)	-1.1%	-9.3%	-12.0%	0.7	2.8%	i	-10.4%	-8.7%	15.0%
CCOc1ccccc1C1c2[nH]c3ccccc3c2C[C@H]2C(=O)N(C3CCN(Cc4ccccc4)CC3)CC(=O)N12 (stereo not given in full)	-22.4%	-26.7%	u	u	u	i	4.7%	-25.7%	5.6%
Cn1c(CCN2CCN(c3ccc(F)cc3)CC2)nc2cc(NC(=O)c3ccco3)ccc21	-3.0%	-9.5%	0.8%	15.2	-1.5%	u	-7.6%	3.3%	14.1%
Nc1ncnc2c1ncn2C1OC(C(=O)NC2CC2)C(O)C1O (stereo not given)	12.6%	2.9%	-19.0%	-0.9	7.2%	i	4.1%	0.0%	-3.5%
O=C(NCc1ccc(F)cc1)C1CCCN1S(=O)(=O)c1cccc2nsnc12 (stereo not given)	-1.2%	2.2%	6.0%	-2.8	-1.7%	i	-12.9%	0.7%	-1.6%
Nc1ccc(Oc2ccc(Br)cc2)cc1	-29.1%	-16.0%	-12.5%	-16.2	-16.4%	i	-2.0%	0.6%	-0.9%
O=C(NCCNC(=O)c1cc(OCC(F)(F)F)ccc1OCC(F)(F)F)Nc1cccc(C(F)(F)F)c1	-41.1%	-22.6%	-15.3%	u	-25.1%	i	u	u	u
CCOC(=O)C1=CCC(c2ccc(C)cc2)N(S(=O)(=O)c2ccc(C)cc2)C1 (stereo not given)	-4.4%	-21.2%	-6.0%	28.1	-25.3%	i	x	u	x
O=C(O)/C(=N/NC(=O)c1ccc(Cl)cc1)c1ccccc1	14.7%	x	3.4%	0.0	10.5%	i	-10.5%	0.5%	2.3%
CC[C@@H](C)[C@H](NC(=O)Cc1c(C)c2c(cc(C)c3c(C)coc32)oc1=O)C(=O)O	12.0%	10.9%	2.5%	17.2	20.3%	i	-1.9%	1.9%	2.9%
Cc1ccnc2nc(C(=O)OCC(=O)N3CC(C)CC(C)C3)nn12 (stereo not given)	1.6%	17.2%	0.9%	-7.2	-1.6%	i	5.8%	2.3%	25.2%
C=CCn1cccc(C(=O)Nc2ccc(OC)cc2OC)c1=O	1.8%	8.1%[11.3 µM]	1.5%	-11.1	4.0%	i	1.6%	-1.5%	-5.5%
O=C(NCCc1ccccc1)c1ccc(NS(=O)(=O)c2ccc3[nH]c(=O)[nH]c3c2)cc1	-6.9%	25.5%	-8.9%	-3.3	0.5%	i	1.2%	-12.9%	-3.8%
COc1ccc(CCNC(=O)COC(=O)c2ccc(N3CCCC3=O)cc2)cc1	3.3%	5.7%	1.6%	27.4	1.7%	i	-7.4%	0.1%	-5.5%
Cc1ccc(F)cc1NC(=O)CSc1nc(-c2cccs2)cc(C(F)(F)F)n1	-36.0%	-5.6%	x	x	x	i	x	-1.9%	x
CC(=O)C1=C(O)CC(c2ccccc2)CC1=NCCc1c(C)[nH]c2ccccc12 (stereo not given)	0.6%	-31.5%	23.2%	-20.9	13.4%	i	-0.2%	u	1.7%
COc1cc(/C=C/c2ccc(/C=C/c3cc(OC)c(OC)c(OC)c3)cc2)cc(OC)c1OC	0.8%	u	-2.6%	94.5	0.1%	i	u	u	u
CCCS(=O)(=O)N1CCC(C(=O)NCCOC)CC1	-16.1%	-7.7%	x	x	x	i	x	-9.7%	x
Clc1ccc(C2=Nc3cc(Cl)ccc3OC2)cc1	-14.3%	x	15.5%	15.5	3.1%	i	3.5%	1.2%	20.9%
Clc1ccc(CNc2ncnc3[nH]ncc23)c(Cl)c1	2.9%	0.0%	-3.1%	-53.8*	-1.0%	i	-6.0%	-16.2%	16.8%
CC1CCCC(NC(=O)CCn2c(=S)oc3ccccc32)C1C (stereo not given)	-11.0%	-2.1%	16.8%	10.2	0.2%	i	-4.6%	-1.3%	-0.2%
COc1ccccc1C(=O)NC(=O)COC(=O)C1CC2CCCC(C1)C2=O (stereo not given)	4.7%	-5.2%	2.8%	-6.9	-0.6%	i	-1.8%	25.4%	-1.9%
O=C(Nc1ccccc1)c1[nH]ncc1[N+](=O)[O-]	-25.4%	12.8%	-0.9%	0.0	-8.6%	i	-4.7%	1.7%	-0.7%
COc1ccc(Cc2nc3ccc(S(=O)(=O)N4CCOCC4)cc3[nH]2)cc1OC	-28.5%	0.9%	-7.5%	15.6	-5.4%	i	1.5%	-28.8%	3.3%
Cc1ccc(OCC(=O)NC(C)c2ccccc2)cc1C (stereo not given)	-21.9%	x	8.4%	9.9	4.8%	i	-11.3%	2.3%	-1.2%
Brc1cc(Br)c2nc(-c3ccc(N4CCOCC4)cc3)ccc2c1	4.4%	21.5%	-9.9%	-6.5	-13.7%	x	8.2µM*	2.0%	9.2µM*
COCC1COS(=O)(=O)NC1(C)C (stereo not given)	-23.2%	10.0%	5.8%	2.2	8.2%	i	-12.5%	19.9%	0.2%
O=C(CCN1CCN(C(c2ccccc2)c2ccccc2)CC1)N/N=C/c1ccc(O)cc1	-16.9%	0.0%	-3.9%	-12.5	3.8%	i	-4.4%	-2.7%	-0.6%
Cc1nnc(SCC(=O)Nc2sccc2C(N)=O)s1	1.4%	2.7%	0.5%[9.24 µM]	12.0	2.2%	i	u	-4.5%	-3.6%
CC(C)=CCC/C(C)=C/C=N/NC(=O)c1cccc([N+](=O)[O-])c1	-2.9%	2.7%	18.4%	13.9	14.3%	i	0.1%	-2.9%	-0.8%
CN=c1scc(-c2ccco2)n1/N=C/c1ccc(O)c(O)c1	-22.7%	51.9%[activator]	-37.3%	47.1	-4.8%	i	u	u	-1.6%

An excerpt from above in order of heavy-atom count, largest number first:
SMILES	HepG2 viability	ATXN2 expr inh	HT1080-NT tox	IL-1B inflam inh	HT1080 IDH1KD tx	S2 tox	SW480 rerep	KB-3-1 cytotox	MCF10A rerep
COc1ccc(NC(=O)CCCSc2nc(-c3ccco3)cc(C(F)(F)F)n2)cc1OC	-4.4%&-13.6%	-30.6%&-15.8%	-24.3%	-20.7	-25.3%	u	9.5%	-0.7%&-1.3%	10.3%
O=C(NCCc1ccccc1)c1ccc(NS(=O)(=O)c2ccc3[nH]c(=O)[nH]c3c2)cc1	-6.9%	25.5%	-8.9%	-3.3	0.5%	i	1.2%	-12.9%	-3.8%
CCC1(CC)C(=O)N(C)C(=O)NC1=Nc1ccccc1	3.6%	3.5%	12.3%	28.1	11.4%	i	-3.3%	-3.1%	-9.9%
COCC1COS(=O)(=O)NC1(C)C (stereo not given)	-23.2%	10.0%	5.8%	2.2	8.2%	i	-12.5%	19.9%	0.2%
